# Tau fibril ThT: tau fibrillization inhibition (ThT binding); Potency, µM (doses to about 57.4 µM), for inactives: at the top dose activity, negative = inhibition, actives largely listed as inhibitors; P10636; recombinant tau K18 P301L (four-repeat tau fragment), heparin-induced fibrillization, ThT fluorescence; 270,000 compounds, 2.1% hits; note: % is set by controls: 0 for no effect and ±100 for the full control effect; nearly all actives have a fitted effect of over 55% in size
# Target sequence (P10636 561-689 P618L limits assumed): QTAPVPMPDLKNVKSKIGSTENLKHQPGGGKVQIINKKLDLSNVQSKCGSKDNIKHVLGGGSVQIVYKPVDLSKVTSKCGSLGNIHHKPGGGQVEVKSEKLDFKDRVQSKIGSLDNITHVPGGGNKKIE
#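 Heparin-induced (20 uM) aggregation of recombinant human K18 P301L tau, 15 uM unlabeled with 0.24 uM labeled, pH 7 acetate buffer, 6 hr at 37 C with compound. Fibrils quantified by 30 uM ThT fluorescence after 1 hr ambient incubation.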
# Luc counter: blocks Kinase-Glo luciferase, a counter-screen artifact; Kinase-Glo luciferase, ATP luminescence, 8 min; 200,000 compounds, 0.28% hits; Potency, µM (doses to about 38.3 µM), without a hit: at the highest dose activity change, negative = inhibition, hits mostly inhibitors; AID 1379; Q27757; note: % is set by controls: 0 for no effect and ±100 for the full control effect; nearly all actives have a fitted effect of over 60% in size
#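 Compound is pinned into ATP-containing buffer (10 uM ATP, imidazole pH 7.2, 7 mM MgCl2). Kinase-Glo luciferase reagent is then added. Light output is recorded following an 8-min room-temperature incubation.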
# KDM4E inh: inhibitors of human JMJD2E histone demethylase; B2RXH2; JMJD2E catalytic domain, FDH-coupled NADH fluorescence (FDH is formaldehyde dehydrogenase); Potency, µM (top dose mostly 57.1 µM), for inactives: at the highest dose activity change, negative = inhibition, usual class: inhibitors; 230,000 compounds, 1.6% hits; AID 2147; active = well fitted inhibition curve with a large enough effect, not every such curve was filed as active; inconclusive = small, poorly fitted or top-dose-only effect, or another doubt; inactive = no such curve, though single readings can be large or run the other way;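 note: 0% = wells with enzyme and -100% = buffer wells without enzyme; nearly all actives have a fitted effect of over 50% in size; many of its hits are not listed in these tables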
# Lamin A splicing: changes lamin A minigene splicing in HeLa cells. 200,000 compounds, 0.01% hits. AID 1487. HeLa LMNA splicing GFP/RFP minigene ratio, 48 h. Potency, µM (series often up to 46.1 µM), inactives show at the highest dose ratio change, negative = inhibition, usual class: inhibitors; active = well fitted inhibition curve with a large enough effect in the signal ratio, with a control signal flat, not every such curve was filed as active; inconclusive = small, poorly fitted or top-dose-only effect, or effect the other way, or a change in a side signal; the % refers to the signal ratio; note: % is set by controls: 0 for no effect and ±100 for the full control effect
#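 S3 HeLa cells stably expressing lamin A-EGFP splicing minigene plus DsRed2, 600 cells/well, 48 h compound exposure at 37C. Laser-scanning cytometry; analysed as GFP (500-530 nm)/RFP (575-640 nm) total intensity ratio; 0.5% DMSO vehicle.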
# SMN2 splice up: increases expression of the SMN2 splice variant | HEK293 SMN2-luciferase splicing reporter, luminescence, 30-36 h | Potency, µM (titrated, usually from 46.1 µM), without a hit: top-dose activity change, positive = activation, usual class: activators | 210,000 compounds, 2.8% hits | AID 1458; note: % of control where 0% means no effect; nearly all actives have a fitted effect of over 55% in size
#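 qHTS luciferase splicing reporter: luminescence rises when SMN2 exon 7 is included in transfected HEK293 cells. Compound exposure lasted 30-36 h at 37C, with 4.5 mM final sodium butyrate as control, followed by a ONE-Glo read.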
# RECQ1 helicase: blocks DNA unwinding by human RECQ1; P46063; RECQ1 DNA unwinding, red fluorescence kinetic read; Potency, µM (titrated, usually from 57.3 µM), without a hit: at the highest dose activity, negative = inhibition, most hits filed as inhibitors; 240,000 compounds, 0.54% hits; AID 2549;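 note: plate controls were vehicle for no effect and no enzyme for full effect; nearly all actives have a fitted effect of over 30% in size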
#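 RECQ1T1 50 nM; forked duplex (20 bp + 30-nt ss tails) 200 nM, ATP 2 mM final; pH 8.0, 2 mM MgCl2, 2.5 ug/ml poly(dI-dC); 15 min compound preincubation; discontinuous kinetic read over 2 h at RT.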
# ALDH1A1 block: ALDH1A1 (human) enzyme inhibition; P00352; Purified ALDH1A1, NADH fluorescence, propionaldehyde substrate; Potency, µM (doses to about 75.3 µM), for the others: top-dose activity, negative = inhibition, most hits filed as inhibitors; 220,000 compounds, 7.3% hits; AID 1030; active = well fitted inhibition curve with a large enough effect, not every such curve was filed as active; inconclusive = small, poorly fitted or top-dose-only effect, or another doubt; inactive = no such curve, though single readings can be large or run the other way;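 note: plate controls were no enzyme wells and a reference inhibitor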
# L3MBTL1 block: L3MBTL1 (human) inhibition; AlphaScreen L3MBTL1–H3K9me1 peptide binding; Potency, µM (highest dose often 57.1 µM), for the others: top-dose activity, negative = inhibition, actives largely listed as inhibitors; Q9Y468; 230,000 compounds, 0.66% hits; note: % is set by controls: 0 for no effect and ±100 for the full control effect; nearly all actives have a fitted effect of over 60% in size
# Target sequence (Q9Y468 whole entry, looked up): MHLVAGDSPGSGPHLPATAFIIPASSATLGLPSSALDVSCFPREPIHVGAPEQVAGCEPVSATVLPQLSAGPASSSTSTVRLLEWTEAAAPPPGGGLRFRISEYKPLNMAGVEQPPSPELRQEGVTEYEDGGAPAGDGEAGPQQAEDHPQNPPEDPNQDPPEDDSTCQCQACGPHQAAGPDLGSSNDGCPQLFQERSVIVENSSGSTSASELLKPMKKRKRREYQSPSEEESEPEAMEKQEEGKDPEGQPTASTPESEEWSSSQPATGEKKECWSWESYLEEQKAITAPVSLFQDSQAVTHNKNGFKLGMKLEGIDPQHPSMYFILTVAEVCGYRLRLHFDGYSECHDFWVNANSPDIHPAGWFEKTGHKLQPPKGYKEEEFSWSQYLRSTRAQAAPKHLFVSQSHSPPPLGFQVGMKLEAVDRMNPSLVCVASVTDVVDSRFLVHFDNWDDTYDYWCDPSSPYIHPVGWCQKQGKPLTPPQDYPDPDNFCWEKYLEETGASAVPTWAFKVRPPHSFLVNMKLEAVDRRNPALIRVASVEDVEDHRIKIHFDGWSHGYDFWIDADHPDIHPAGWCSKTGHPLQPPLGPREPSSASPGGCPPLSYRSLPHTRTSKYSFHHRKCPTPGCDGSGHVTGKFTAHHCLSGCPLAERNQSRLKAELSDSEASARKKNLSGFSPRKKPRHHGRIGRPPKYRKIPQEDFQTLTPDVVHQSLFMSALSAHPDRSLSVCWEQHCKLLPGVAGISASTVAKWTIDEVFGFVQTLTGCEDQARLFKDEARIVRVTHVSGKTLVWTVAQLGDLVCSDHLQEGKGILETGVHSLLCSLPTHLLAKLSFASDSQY
#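 AlphaScreen assay: L3MBTL1 (50 nM final) was preincubated 30 min at room temperature with biotinylated H3(1-15)K9me1 peptide (75 nM final), then 30 min with library compounds; streptavidin donor and nickel chelate acceptor beads (10 ug/mL final) added, 30 min dark.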
# Active calls of the source: *; i = inactive; ? = inconclusive; nt = not tested or not shown; & = joins results of further samples; [ ] = remark or other dose. Unless noted, calls come from the whole dose curve; as a rule, active = well fitted curve in the direction sought with a large enough effect; inconclusive = small, poorly fitted or top-dose-only effect, or another doubt; inactive = no such curve, though single readings can be large; an effect the other way counts as inactive or inconclusive. Potency is the fitted concentration of half-maximal effect.
Structure	Tau fibril ThT	Luc counter	KDM4E inh	Lamin A splicing	SMN2 splice up	RECQ1 helicase	ALDH1A1 block	L3MBTL1 block
O=C(OCc1cnc(Cl)s1)c1ccc(Cl)cc1	-3%	0%	-1%	6%	-2%	i	8%	26%
COc1ccc(NC(=O)N2c3ccccc3CC2C)cc1OC (stereo unspecified)	-1%	2%	6%	-1%	23%	-4%	3%	2%
Cc1cccc(C)c1NC(=S)N(Cc1cccs1)C1CCCC1	-7%	-1%	1%	nt	-5%	-13%	-4%	nt
S=c1[nH]nc(-c2ccncc2)n1/N=C/c1ccccc1	-5%	3%	0%	-12%	-23%	-2%	?	1%
Cc1oc(-c2ccccc2F)nc1CN1CCC(C(=O)NCc2ccco2)CC1	-19%	-2%	1%	11%	1%	-7%	8%	-13%
Cc1ccc(S(=O)(=O)N2CCN(CC(=O)N/N=C\c3ccncc3)CC2)cc1	-7%	nt	12%	nt	nt	-2%	nt	1%
Cc1cc(CN(C)C(=O)CCc2nnc(Cc3cccc(C(F)(F)F)c3)o2)on1	-12%	1%	-3%	nt	nt	-9%	17%	0%
Cc1oc2cc(OCc3cnn(-c4ccccc4)c3)ccc2c(=O)c1Oc1ccccc1F	-15%	-2%	?	-7%	-2%	-11%	5µM*	-5%
CN1C(=O)C(C(=O)NC(C)(C)C)C2c3ccccc3OC13CCCCC23 (stereo unspecified)	-17%	nt	-8%	-12%	nt	i	7%	1%
CCOC(=O)C1CCN(C(=O)c2ccccc2Oc2ccccc2)CC1	-5%	-3%	0%	11%	-10%	-2%	-4%	0%
CCOC(=O)c1sc(=S)n(-c2ccccc2)c1C	?	nt	-3%	nt	nt	-2%	nt	-3%
CN(C)CCCOC(=O)c1cc2ccccc2o1	-7%	-2%	-4%	-4%	-9%	10%	-2%	2%
CCOc1ccccc1NC(=O)C1C2CCC3C(CCC21)C3(Cl)Cl (stereo unspecified)	-1%	4%	-11%	-14%[46 µM]	-2%	-16%	-6%	2%[11.4 µM]
CCCCc1nnc(NC(=O)CSc2nc(O)c(-c3ccccc3)c(=O)[nH]2)s1	?	nt	-2%	nt	nt	-9%	-2%	nt
COCCn1c(=S)[nH]c2ncccc2c1=O	-15%	-2%	-6%	2%	8%	9%	-5%	3%
O=C(NC1CCCCCC1)c1ccc(=O)n(Cc2ccccc2)n1	-11%	-3%	-1%	4%[46 µM]	-15%	-18%	?	nt
CCCc1cc(=O)[nH]c(SCc2nc3ccccc3s2)n1	-12%	6%	0%	9%	-4%	-2%	1%	12%
CCCCn1nnc(NC(=O)c2ccc(-c3ccccc3)cc2)n1	-11%	2%	5%	-8%	-18%	-1%	8%	0%
O=C1c2c([N+](=O)[O-])cc([N+](=O)[O-])cc2S(=O)N1Cc1ccccc1 (stereo unspecified)	32µM*	0%	?	nt	1%	-5%	3.5µM*	nt
Cc1cccc(OC2(c3ccccc3)OC(=O)c3ccccc32)c1C (stereo unspecified)	-9%	5%	2%	0%	-18%	-10%	7%	13%
COc1ccc(-n2nc(C(N)=O)c(O)cc2=O)cc1	-7%	-1%	-3%	15%[46 µM]	4%	i	-7%	17%
COc1cccc(/C=N/NC(=O)c2ccoc2C)c1	-20%	nt	-5%	nt	nt	i	nt	2%
Cn1c(N)c(C(=O)COc2ccc(Cl)cc2Cl)c(=O)n(C)c1=O	-5%	-1%	-6%	?	20%	i	5%	nt
COC(=O)CC1C(=O)NCCN1C(=S)Nc1cc(C)cc(C)c1 (stereo unspecified)	-7%	-1%	-7%	-19%	1%[1.84 µM]	-1%	-10%	2%
CCN=c1scc(-c2ccco2)n1/N=C/c1ccc(O)cc1	7.1µM*	4%	-17%	-5%	?	-8%	20µM*	nt
COc1ccc(Oc2cccc(Cl)c2CNC(=O)c2ccccc2C(=O)O)cc1	-10%	nt	7%	nt	nt	12%	17%	10%
CCOC(=O)C1CCN(c2nc3cc(OC)ccc3cc2C#N)CC1	?	1%	?	15%	-14%	2%	?	83%[activator]
Cc1c([N+](=O)[O-])c(C/C=N/O)nn1C	-13%	nt	3%	nt	nt	0%	nt	-3%
NS(=O)(=O)c1ccc(CNC(=O)c2ccc(Cl)c([N+](=O)[O-])c2)cc1	2%	nt	-8%	nt	nt	-23%	nt	1%
CN(C=C1C(=O)CC(C)(C)CC1=O)CCN1CCNCC1	?	-5%	0%	5%	nt	12%	?	nt
COc1cccc(/C=C2\N=C(c3c(-c4ccccc4)noc3C)OC2=O)c1OC	-6%	-1%	-11%	6%	2%	9%	-11%	-12%
O=C1Nc2ccccc2Nc2ncccc21	4%	17%	-4%	-16%	?	-4%	-16%	-1%
COc1ccc(C(=O)Nc2ccccc2C(N)=O)cc1	-4%	?	3%	-10%	32µM*	i	-8%	nt
COC(OC)C(C)NC(=O)NC(=O)c1ccccc1Cl (stereo unspecified)	-5%	nt	10%	nt	nt	i	nt	8%
Cc1c(NC(=O)C(C)N2C(=O)C3C4C=CC(C4)C3C2=O)c(=O)n(-c2ccccc2)n1C (stereo unspecified)	-4%	-2%	-4%	-12%	-19%	-11%	0%	nt
COc1ccc(CNC(=O)c2c(O)c3cccc4c3n(c2=O)CCC4)cc1	-13%	1%	0.79µM*	?	-13%	8%	-17%	3%
Cc1[nH]c(=O)[nH]c(=O)c1S(=O)(=O)N1CCCC(C(=O)NCc2ccccc2Cl)C1 (stereo unspecified)	-10%	-2%	-1%	0%	0%	-1%	-12%	8%
O=C(O)c1ccc(NC(=O)c2cn(-c3ccccc3)nc2-c2ccc(Cl)cc2)cc1	?	1%	-3%	?	17%	-10%	1%	-6%
COC(=O)c1c(C(=O)OC)c(-c2cccc(Cl)c2)n2c1CS(=O)C2 (stereo unspecified)	-3%	-4%	0%	8%[46 µM]	-6%	7%	-8%	?
O=C(CSc1nnc(-c2ccccc2)o1)n1c2c(c3ccccc31)CCCC2	-10%	3%	4%	-5%	17%	2%	4%	1%
Cc1sc2nc(CN3CCC(C)CC3)nc(Cl)c2c1C	-12%	3%	1%	0%	-15%	-2%	5%	5%
Cc1onc(-c2c(F)cccc2Cl)c1C(=O)N=C(N)N1CCCC1	-5%	nt	-4%	nt	nt	i	nt	4%
O=C(CSc1ncn[nH]1)OCN1C(=O)c2ccccc2C1=O	2%	nt	-3%	6%	nt	i	9%	0%
Cc1ccc(S(=O)(=O)N2CCCC(C(=O)Nc3cccnc3)C2)cc1 (stereo unspecified)	0%	2%	-5%	-3%	-18%	-15%	4%	nt
CCn1c(COc2ccccc2C)nnc1SCC(=O)OC	2%	-2%	0%	-10%	20%	i	8%	nt
CCOC(=O)c1ccc(NC(=O)/C=C/c2cccs2)cc1	?	-6%	10%	nt	?	24%	?	6%
CC(C(=O)Nc1cccc([N+](=O)[O-])c1)N(c1ccccc1)S(C)(=O)=O (stereo unspecified)	-6%	3%	-1%	-12%[46 µM]	-9%	i	-1%	4%[11.4 µM]
O=C(CSc1ncccn1)Nc1cc(Cl)ccc1[N+](=O)[O-]	4%	1%	0%	12%[46 µM]	6%	27%	?	-18%
CCOC(=O)C(=O)Nc1ccc2c(c1)OCO2	-10%	?	-3%	-8%	7%	-9%	3%	nt
O=C(C1CCN(S(=O)(=O)Cc2ccccc2)CC1)N1CCCc2ccccc21	-1%	-2%	3%	1%	-10%	-4%	-9%	5%
C[C@H](NC(=O)CCn1nnc2ccccc2c1=O)C(=O)O	4%	nt	?	nt	nt	0%	nt	-4%
Cc1ccc(C)c(NC(=O)c2cnn3ccccc23)c1	-5%	1%	0%	?	-5%	-9%	-2%	nt
Cc1cc2c(c(/C=C/C(=O)c3ccccc3)c1)OC1(C=C2)Oc2ccccc2C(=O)N1C (stereo unspecified)	?	-2%	0%	nt	-97%[inhibitor]	12%	9%	-5%
Cc1nc(NC(=O)COC(=O)CCS(=O)(=O)c2ccccc2Cl)c(Cl)cc1Cl	-17%	-5%	?	8%	?	-3%	?	-11%
Nc1ncnc2c1ncn2[C@H]1CC[C@@H](CO)O1	6%	-5%	-1%	-9%	19%&-8%	-1%&-10%	-12%&-6%	7%
CC(C)c1ccc(CNC(=O)CSCC(=O)Nc2ccc3ccccc3c2)cc1	-5%	nt	1%	?	nt	i	4%	5%
O=C1C(c2ccncc2)=C(O)c2ccccc21	?	-21%	-26%	0%	3.2µM*	-8%	?	-5%
COc1ccc(-c2csc(NC3OC(=O)c4ccccc43)n2)cc1 (stereo unspecified)	?	nt	-5%	nt	nt	i	nt	-4%
Cc1onc(-c2ccccc2)c1C(=O)Nc1ccncc1	3%	10%	5%	-15%	-18%	-3%	-6%	nt
COc1ccc(OC)c(C2CC(=O)N3CN(c4cccc(Cl)c4C)CSC3=C2C#N)c1 (stereo unspecified)	28µM*	1%	?	3%	-20%	-5%	3.2µM*	nt

# Additional compounds
Structure	Tau fibril ThT	Luc counter	KDM4E inh	Lamin A splicing	SMN2 splice up	RECQ1 helicase	ALDH1A1 block	L3MBTL1 block
COc1ccccc1C(=O)OCC(=O)Nc1cc(S(=O)(=O)N2CCOCC2)ccc1N1CCCC1	1%	6%	-1%	-7%[46 µM]	11%	-10%	-7%	-3%
Cc1ccc(S(=O)(=O)CCc2nnc(NC(=O)c3cnccn3)s2)cc1	0%	2%	-1%	6%	nt	-5%	0%	9%
Cc1cc2ccccc2n2c(SCC(=O)N3CCc4ccccc4C3)nnc12	-17%	-1%	2%	-10%	-9%	0%	?	-1%
O=C(C1=COCCO1)N1CCN(C(c2ccccc2)c2ccccc2)CC1	-16%	1%	-7%	5%	-5%	8%	8.9µM*	-3%

# Screening results: PubChem BioAssay, National Center for Advancing Translational Sciences (NCATS)

# Only part of the results is shown; rates above refer to the full screens.
